Source: PubChem (National Center for Advancing Translational Sciences (NCATS))
Ub-GFP proteasome – ubiquitin-GFP accumulation via proteasome inhibition. Potency, µM (top dose mostly 45.9 µM), inactives show at the highest dose activation (GFP accumulation), usual class: activators. Ubiquitin-GFP reporter cells, proteasome inhibition, GFP fluorescence; response scale: untreated = 0%, 10 µM MG-132 = 100%. 67,000 tested, under 10 active; active = well fitted activation curve with a large enough effect, not every such curve was filed as active; inconclusive = small, poorly fitted or top-dose-only effect, or another doubt; inactive = no such curve, though single readings can be large or run the other way; also: potency is read from the fitted curve at half-maximal effect
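U2OS cells stably expressing ubiquitin(G76V)-GFP, seeded overnight in 0.5% FBS medium, were exposed to compounds (qHTS, 46 uM to 2.9 nM) for 4 hr at 37 °C. GFP-positive cells were counted by laser cytometry (488 ex/515 em), normalized between basal and 10 uM MG-132.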
ALOX15 inhib – blocks human 15-lipoxygenase activity; P16050; purified 15hLO-1, xylenol orange hydroperoxide absorbance; Potency, µM (doses to about 57.1 µM), for the others: at the top dose activity change, negative = inhibition, usual class: inhibitors; 1.4% of 74,000 active; also: potency is read from the fitted curve at half-maximal effect; % is scaled to controls: 0 for no effect and ±100 for the full control effect; nearly all actives have a fitted effect of over 55% in size
Target sequence (P16050 whole entry, looked up): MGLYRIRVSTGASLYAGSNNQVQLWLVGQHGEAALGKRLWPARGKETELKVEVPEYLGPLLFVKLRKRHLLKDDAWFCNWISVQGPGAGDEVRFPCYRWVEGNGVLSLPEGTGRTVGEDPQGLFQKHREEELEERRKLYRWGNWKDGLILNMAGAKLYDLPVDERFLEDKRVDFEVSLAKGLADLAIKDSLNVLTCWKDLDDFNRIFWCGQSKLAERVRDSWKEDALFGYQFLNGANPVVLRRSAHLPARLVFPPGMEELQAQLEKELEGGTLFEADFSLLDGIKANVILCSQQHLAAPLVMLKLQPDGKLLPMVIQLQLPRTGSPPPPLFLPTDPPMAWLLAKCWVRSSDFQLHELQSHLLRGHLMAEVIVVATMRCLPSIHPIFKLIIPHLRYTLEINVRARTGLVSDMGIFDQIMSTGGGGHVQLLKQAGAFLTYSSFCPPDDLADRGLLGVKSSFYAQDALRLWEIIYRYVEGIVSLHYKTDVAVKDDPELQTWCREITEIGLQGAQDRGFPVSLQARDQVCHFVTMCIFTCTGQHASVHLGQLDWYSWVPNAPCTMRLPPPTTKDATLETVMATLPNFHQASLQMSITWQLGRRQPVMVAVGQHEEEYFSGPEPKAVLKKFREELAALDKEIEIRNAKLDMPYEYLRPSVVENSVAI
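Readout: Fe(III)-xylenol orange absorbance, 573-to-405 nm ratio as reaction progress. Enzyme 40 nM purified human 15hLO-1, substrate 50 uM arachidonic acid, 6 min RT after 15 min compound preincubation; Hepes pH 7.5 buffer with Triton X-100.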
Fluorescein autfl – compound fluoresces in the fluorescein spectral region. Compound autofluorescence, 480/540 nm, fluorescein-equivalent; stronger effect = higher value. 0.91% of 59,000 active. AID 593. max fluorescein-equivalent concentration, M; in the data active = max fluorescein-equivalent concentration above about 10 nM; inconclusive = between about 1.1 nM and that limit
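Compounds were pin-transferred into 100 mM Tris buffer, pH 8.0, and incubated 15 min at room temperature. Fluorescence was read at 480 nm excitation/540 nm emission. Signals were normalized to an on-plate six-point fluorescein standard curve as dye-equivalent concentration.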
HBB splicing – hemoglobin beta splicing modulation | HBB splicing reporter cell assay, activation; EGFP reporter with mutant IVS2-654 intron; response scale: normalised to 500 nM splice-correcting PNA | Potency, µM (doses to about 46.1 µM), without a hit: at the highest dose activation, usual class: activators | 0.06% of 65,000 active | AID 925; also: potency is read from the fitted curve at half-maximal effect; 0% is about no effect
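Compounds were applied for 2 days to HeLa EGFP-654 cells, 500/well in Optimem with 2% FCS. The reporter's EGFP is disrupted by mis-splicing of beta-globin intron IVS2-654. Readout: summed well GFP fluorescence from 488 nm laser scanning; reference was 500 nM antisense […] 654 PNA.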
DNA Pol III inh – DNA polymerase III holoenzyme inhibition; 0.25% of 71,000 active; Potency, µM (titrated, usually from 57.1 µM), inactives show at the highest dose activity change, negative = inhibition; reconstituted DNA polymerase III holoenzyme replication, biochemical; also: potency is read from the fitted curve at half-maximal effect; % is scaled to controls: 0 for no effect and ±100 for the full control effect
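Reconstituted *E. coli* holoenzyme (0.35 nM Pol III, 1 nM beta, 154 nM SSB, 2 nM primase) was preincubated with compound for 15 min at RT. Synthesis on 1.4 nM ssM13Gori ran 35 min, then was stopped with PicoGreen/EDTA and read as dsDNA fluorescence.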
TexasRed autofl – compound fluoresces in the Texas Red spectral region. Compound fluorescence, Texas Red channel, 547/618 nm; stronger effect = higher value. max dye-equivalent concentration, M. 0.06% of 59,000 active. AID 587; in the data active = max dye-equivalent concentration above about 10 nM; inconclusive = between about 1.1 nM and that limit
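qHTS profiling of intrinsic compound fluorescence; 100 mM Tris pH 8.0; 15 min RT; ex 547 / em 618 nm; response expressed as Texas Red dye-equivalent concentration from six-point plate standard.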
GFP derepression – epigenetic modulators derepressing GFP locus in mouse cells; 0.09% of 68,000 active; mouse C127i GFP locus derepression, cytometry, 30 h; Potency, µM (series often up to 46.1 µM), for the others: at the highest dose GFP derepression (activation); also: % of control where 0% means no effect
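Murine C127i mammary cells carrying a silenced, stably integrated CMV-driven GFP reporter were treated with compound for 30 hours at 37 C. After PBS washes, GFP-positive cells were counted by laser-scanning microplate cytometry.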
4-MU autofl – 4-MU region autofluorescence; compound autofluorescence, 340/450 nm, 4-MU equivalents; stronger effect = higher value; max dye-equivalent concentration, M; 11% of 59,000 active; AID 589; in the data active = max dye-equivalent concentration above about 10 nM; inconclusive = mostly about 1.1 nM to 9.6 nM
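Compounds in 100 mM Tris, pH 8.0, incubated 15 min at room temperature, then fluorescence read at 340 nm excitation/450 nm emission. Signal converted to 4-MU dye-equivalent concentration using an on-plate six-point 4-MU standard curve.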
HADH2 inh – HADH2 (human) dehydrogenase inhibition | 3.4% of 73,000 active | recombinant HADH2, NADH fluorescence, beta-hydroxybutyryl-CoA | Potency, µM (series often up to 57.1 µM), without a hit: top-dose activity change, negative = inhibition, actives largely listed as inhibitors | Q99714; also: potency is read from the fitted curve at half-maximal effect; % is scaled to controls: 0 for no effect and ±100 for the full control effect; nearly all actives have a fitted effect of over 60% in size; many of its hits are not listed in these tables
Target sequence (Q99714 whole entry, looked up, one chain of several): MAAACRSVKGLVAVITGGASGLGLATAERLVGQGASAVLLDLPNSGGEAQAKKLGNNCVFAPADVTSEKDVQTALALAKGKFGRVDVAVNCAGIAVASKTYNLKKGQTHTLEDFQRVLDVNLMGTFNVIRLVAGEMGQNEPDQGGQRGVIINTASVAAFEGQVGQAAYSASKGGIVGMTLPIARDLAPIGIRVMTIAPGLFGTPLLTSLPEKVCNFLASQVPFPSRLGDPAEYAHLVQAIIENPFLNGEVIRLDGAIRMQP
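Buffer 100 mM Tris-HCl pH 9.0/0.01% Tween-20; HADH2 20 nM; NAD+ 1 mM; beta-hydroxybutyryl-CoA 90 uM (all final). 15 min cpd preincubation, RT.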
Hsp90 Hop PPI – changes Hsp90-Hop TPR2A binding signal, up or down; AlphaScreen TPR2A-His6 binding biotin-Hsp90 C-terminal peptide; Potency, µM (doses to about 57 µM), for inactives: at the top dose activity change, negative = inhibition; 0.44% of 71,000 active; AID 595; active = well fitted curve in either direction with a large enough effect; inconclusive = small, poorly fitted or top-dose-only effect, or another doubt; also: potency is read from the fitted curve at half-maximal effect; % is scaled to controls: 0 for no effect and ±100 for the full control effect; many of its hits are not listed in these tables
Rhodamine fluor – rhodamine region autofluorescence | Rhodamine-region fluorescence, 547/598 nm, Tris buffer; stronger effect = higher value | max dye-equivalent concentration, M | AID 594 | 0.05% of 59,000 active; in the data active = max dye-equivalent concentration above about 11 nM; inconclusive = between about 1.1 nM and that limit
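Compounds in 100 mM Tris buffer, pH 8.0, were incubated 15 min at room temperature, then read at 547 nm excitation and 598 nm emission. Fluorescence was normalized against a per-plate six-point rhodamine standard curve as dye-equivalent concentration.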
Active calls of the source: *; i = inactive; ? = inconclusive; . = not tested or not shown; & = joins results of further samples; ! = repeats disagree; [ ] = remark or other dose. Unless noted, calls follow the shape of the dose curve; as a rule, active = well fitted curve in the direction sought with a large enough effect; inconclusive = small, poorly fitted or top-dose-only effect, or another doubt; inactive = no such curve, though single readings can be large; an effect the other way counts as inactive or inconclusive.

SMILES,Ub-GFP proteasome,ALOX15 inhib,Fluorescein autfl,HBB splicing,DNA Pol III inh,TexasRed autofl,GFP derepression,4-MU autofl,HADH2 inh,Hsp90 Hop PPI,Rhodamine fluor
COC(=O)C1=CO[C@@H](C)[C@H]2CN3CCc4c([nH]c5ccccc45)[C@@H]3C[C@H]12,3%&-2%[20.5 µM],-10%&9%[25.6 µM],1e-08M*!,?,-3%&12%[25.6 µM],i,8%&6%[20.6 µM],1.5e-08M*!,4%&-3%[25.6 µM],-12%&-3%[26 µM],i
O=C(c1cc(C(F)(F)F)cc(C(F)(F)F)c1)N1CCC2(CCN(Cc3nccs3)CC2)CC1,-9%,-1%,i,-1.7%,4%,i,0%[9.22 µM],i,10%,-2%,i
Cc1csc(NC(=O)CCN2C(=O)c3ccccc3S2(=O)=O)n1,0%,-3%,i,1.8%,0%,i,2%,i,7%,-2%,i
CCCCNC(=O)CC1N=C2c3ccccc3N=C(SCC(=O)Nc3cccc(C)c3)N2C1=O (stereo unspecified),-14%,-7%,i,-3.6%,-1%,i,0%,1.4e-08M*,-7%,-2%,i
CS(=O)(=O)N(CC(=O)N1CCc2ccccc2C1)c1ccc2c(c1)OCO2,4%,-2%,i,6.3%,-11%,i,0%,i,1%,-3%,i
CCC(=O)N1CCc2cc(S(=O)(=O)N3CCN(c4ccccn4)CC3)ccc21,-12%,0%,i,2.1%,14%,i,-2%,i,-8%,-1%,i
Cn1nc(C(=O)N2CCN(S(=O)(=O)c3ccccc3)CC2)c2ccccc2c1=O,5%,1%,?,-0.8%,1%,i,2%,i,9%,-1%,i
COC(=O)C1=C(C)NC(C)=C(C(=O)OC)C1C(=O)OC1CCCCC1=O (stereo unspecified),3%,13%,?,-1.2%,-5%,i,4%,1.1e-07M*,-20%,-3%,i
NC(=O)C1(N2CCCCC2)CCN(C(=O)c2ccc(C#Cc3ccccc3)o2)CC1,-1%,-7%,i,0.0%,-4%,i,0%,i,-7%,-12%,i
COC(=O)C(NC(=O)c1ccco1)(Nc1ccc(Br)cn1)C(F)(F)F (stereo unspecified),.,.,i,.,.,i,0%[20.6 µM],?,.,.,i
Cc1c(Cl)cccc1NC(=O)CCN1CCCCC1,7%,8%,.,0.6%,3%,.,2%,.,14%,-3%,.
CCCCc1ccc(NC(=O)C2CCN(S(C)(=O)=O)CC2)cc1,-5%,-9%,i,3.8%,-1%,i,3%,i,9%,-2%,i
COC(=O)C(C)Sc1ccc2nnc(-c3ccc(F)cc3)n2n1 (stereo unspecified),-6%,-11%,i,11%,-6%,?,-2%,?,-6%,1%,i
COc1ccc(OC)c2[nH]c(=O)c(CCNC(=O)c3cc4ccccc4o3)cc12,2%,-18%,.,-0.5%,-2%,.,.,.,?,-6%,.
COc1ccc(N(CC(=O)NCc2cccs2)S(=O)(=O)c2c(C)nn(C)c2C)cc1,17%,8%,.,-0.9%,1%,.,-5%,.,2%,0%,.
CN1CCN(c2ncc3nc(-c4ccccc4)c(=O)n(-c4ccccc4)c3n2)CC1,-1%,-7%,?,-0.5%,-6%,i,2%[9.22 µM],7.1e-08M*,23%,2%,i
CCCCCn1c(CNC(=O)COC)nc2ccccc21,4%,11%,i,0.5%,3%,i,0%,i,10%,-2%,i
c1ccc(CN(Cc2ccco2)C(c2ccncc2)c2nnnn2C2CCCC2)cc1 (stereo unspecified),2%,?,i,-0.1%,-8%,?,-4%,i,8%,-3%,i
NC(=O)C1(N2CCCCC2)CCN(C(=O)c2cccs2)CC1,4%,4%,.,-0.7%,-2%,.,.,.,3%,-3%,.
Cc1ccc(CNS(=O)(=O)c2ccc(C(C)(C)C)cc2)n1C,-1%,?,?,-3.3%,0%,i,0%,i,0%,-7%,i
CCn1c(Cc2ccccc2)nnc1SCC(=O)Nc1nc2ccccc2s1,2%,25µM*,i,-0.4%,0%,i,1%,i,1%,1%,i
O=C(NCc1ccco1)c1cnccn1,10%,2%,.,-3.6%,-2%,.,0%,.,-11%,-4%,.
COc1ccc([C@H]2Sc3ccccc3N(CCN(C)C)C(=O)[C@H]2OC(C)=O)cc1,4%[20.5 µM],4%[25.6 µM],?,-0.1%[20.6 µM],-10%[25.6 µM],?,0%[20.6 µM],i,2%[25.6 µM],?,i
Cc1csc(NC(=O)CNC(=O)OCc2ccccc2)n1,3%,1%,i,.,-4%,i,0%,i,-15%,-3%,i
COc1cccc(Oc2cn[nH]c2-c2ccc(O)cc2O)c1,-3%,?,i,0.3%[0.369 µM],-2%,i,0%,i,?,-10%,i
CCOC(=O)C1CCCN(C(=O)Cn2ncc3c(=O)oc4ccc(C)cc4c32)C1 (stereo unspecified),11%,7%,.,-0.4%,-5%,.,12%,.,2%,-3%,.
O=C(NCc1ccco1)c1cnn2c(C(F)F)cc(-c3ccccc3)nc12,0%,-2%,i,-1.5%,0%,?,10%,1.7e-07M*,?,3%,i
O=C1CC(N2CCC(c3nc4ccccc4s3)CC2)C(=O)N1 (stereo unspecified),12%,8%,i,-0.4%,6%,i,4%,i,-1%,-2%,i
O=c1c2c3c(sc2n(CCN2CCCC2)c(=O)n1Cc1ccco1)CCCCC3,2%,-5%,i,-3.1%[57.5 µM],-6%,i,0%,i,5%,-6%,i
CCN(c1cccc(C)c1)S(=O)(=O)c1cccc2nsnc12,-4%,9%,i,-1.2%,2%,i,4%,i,-15%,-4%,i
C=C(C)Cn1c(SCC#N)nc2ccccc2c1=O,0%,-11%,?,-0.8%,3%,i,-1%,i,-12%,3%,i
CCn1cc(C(=O)OCC(=O)N(C)C2CCS(=O)(=O)C2)c(=O)c2ccc(C)nc21 (stereo unspecified),10%,5%,i,0.3%,0%,i,-4%,i,-11%,-3%,i
CC1CCCN(C(=O)c2cc(F)c(F)cc2Cl)C1 (stereo unspecified),3%,7%,i,-0.5%,3%,i,3%,i,0%,2%,i
CCOc1ccc(C(=O)N2CCCC2)cc1OC,-4%,8%,i,-1.8%,-4%,i,0%,i,2%,-3%,i
CC(=N\O)/C(CN(C)C)=N/O,.,.,?,.,.,i,-10%[20.6 µM],i,.,.,i
O=c1[nH]c(N2CCN(c3ccccc3)CC2)nc2c1CCC2,-4%,5%,?,3.0%,-6%,?,2%,i,11%,-4%,i
Cc1ccc(C)c(NC(=O)CSc2nnc([C@@H]3CCCN3C(=O)OC(C)(C)C)o2)c1,-5%,2%,i,-1.4%[1.84 µM],-5%,?,0%,i,11%,1%,i
CC(=O)c1cccc(NC(=O)c2nccnc2C(=O)O)c1,0%,-1%,?,1.0%,13%,i,-3%,?,-15%,-3%,i
CCOC(=O)C1CCN(S(=O)(=O)c2ccc(C(=O)OC)cc2)CC1,-6%,0%,i,.,3%,?,-2%,i,9%,-2%,i
CC(C)CCNC(=O)C1C2C=CC3(CN(Cc4ccccc4Cl)C(=O)C13)O2 (stereo unspecified),-3%,3%,.,-0.7%,1%,.,.,.,5%,-2%,.
COc1ccccc1N1CCN(C(c2ccc(Cl)cc2)c2nnnn2C(C)(C)C)CC1 (stereo unspecified),-3%,-12%,?,.,1%,i,-2%,i,5%,-8%,i
COCC(=O)Nc1nc2n(n1)C(c1ccccc1Cl)CC(c1ccc(OC)cc1)N2 (stereo unspecified),-3%,25%,i,-1.0%[57.5 µM],-7%,i,9%,i,-5%,-4%,i
FC(F)(F)c1cccc(-c2nnc3ccc(C(F)(F)F)cn23)c1,0%,5%,i,.,-7%,?,-1%,i,15%,0%,i

For reference, part of the list above.
SMILES,Ub-GFP proteasome,ALOX15 inhib,Fluorescein autfl,HBB splicing,DNA Pol III inh,TexasRed autofl,GFP derepression,4-MU autofl,HADH2 inh,Hsp90 Hop PPI,Rhodamine fluor
COCC(=O)Nc1nc2n(n1)C(c1ccccc1Cl)CC(c1ccc(OC)cc1)N2 (stereo unspecified),-3%,25%,i,-1.0%[57.5 µM],-7%,i,9%,i,-5%,-4%,i
FC(F)(F)c1cccc(-c2nnc3ccc(C(F)(F)F)cn23)c1,0%,5%,i,.,-7%,?,-1%,i,15%,0%,i

The list is partial; the hit share may differ from the screen's.
